ERG-DNA inh – ERG Ets/DNA interaction inhibition | actives 0.028% (n = 370,000) | AID 624246 | Potency, µM (doses to about 76.9 µM), for the others: at the highest dose FP activity, negative = inhibition, usual class: inhibitors | P11308 | fluorescence polarization, His-ERG Ets domain / labelled DNA; active = well fitted inhibition curve with a large enough effect in the polarisation, with a control signal flat; inconclusive = small, poorly fitted or top-dose-only effect, or effect the other way, or a change in a side signal; inactive = no such curve, though single readings can be large or run the other way; the % refers to the polarisation;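 also: polarization taken with two DNA probes labelled with fluorescein and Texas red; potency is read from the fitted curve at half-maximal effect; % of control where 0% means no effect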
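His-tagged ERG Ets domain (1 uM in the protein solution; 300mM KCl, 50mM Tris-HCl, 1mM EDTA, 1mM DTT, pH 7.5) received compound, then a probe mix of 5 nM fluorescein-DNA and 100nM Texas-615-DNA. Fluorescence polarization was read for both dyes.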
TRHR agonist – TRH receptor (human) agonism. TRHR cells, calcium flux fluo-8, FDSS agonist mode. activation, % at 2 µM. P34981. AID 493084. actives 0.18% (n = 360,000); in the data active = activation above about 30%; also: 0% is about no effect
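Fluo-8-loaded TRHR cells; 10 s baseline, compound added, kinetic Ca2+ fluorescence read 1/s, agonist mode.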
APE1 inh – APE1 (human) endonuclease inhibition; recombinant APE1, TAMRA/BHQ-2 abasic DNA cleavage fluorescence; Potency, µM (highest dose often 65.8 µM), without a hit: at the top dose activity change, negative = inhibition, actives largely listed as inhibitors; P27695; actives 0.35% (n = 350,000); AID 2517;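 also: potency is read from the fitted curve at half-maximal effect; plate controls were vehicle for no effect and reference inhibitor for full effect; nearly all actives have a fitted effect of over 55% in size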
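Quantitative HTS: incision of a TAMRA/BHQ-2 double-stranded substrate bearing a tetrahydrofuran abasic site by 0.75 nM APE1 raises fluorescence. Substrate 50 nM final, added after 15 min compound preincubation at room temperature; progress as third-minus-first kinetic read difference.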
12-LOX inh – inhibitors of human 12S-lipoxygenase ALOX12; P18054; purified 12hLO, xylenol orange hydroperoxide absorbance; Potency, µM (highest dose often 108 µM), without a hit: at the top dose activity change, negative = inhibition, usual class: inhibitors; actives 1.1% (n = 580,000); also: potency is read from the fitted curve at half-maximal effect; % is scaled to controls: 0 for no effect and ±100 for the full control effect
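Hydroperoxide product was detected by ferrous iron/xylenol orange as the 573 to 405 nm absorbance ratio. Arachidonic acid at 40 uM (final) was turned over for 30 min at room temperature by 150 nM human 12hLO, pH 7.0 Hepes buffer, after 15 min compound preincubation.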
Anesthetic bind – candidate novel general anesthetic via apoferritin binding. P02791. apoferritin/1-aminoanthracene competitive binding, fluorescence. Potency, µM (titrated, usually from 77.5 µM), for inactives: at the highest dose activity change, negative = displacement, actives largely listed as inhibitors. actives 0.074% (n = 350,000). AID 485281; also: potency is read from the fitted curve at half-maximal effect; % is scaled to controls: 0 for no effect and ±100 for the full control effect; nearly all actives have a fitted effect of over 20% in size
Target sequence (P02791 2-175 limits assumed): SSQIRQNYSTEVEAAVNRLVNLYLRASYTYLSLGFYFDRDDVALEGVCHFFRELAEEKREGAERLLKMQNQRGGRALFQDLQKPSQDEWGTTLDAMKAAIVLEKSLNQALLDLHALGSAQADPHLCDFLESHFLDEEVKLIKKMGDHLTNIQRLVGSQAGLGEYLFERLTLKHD
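Horse-spleen apoferritin (10 uM) in 50% saturated 1-aminoanthracene in PBS was incubated 10 min at room temperature with compound. Fluorescence (ex 380, em 535 nm) was normalized to free and bound 1-AMA, with concentration-response fitted by a four-parameter Hill equation.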
BLM inh – Bloom syndrome helicase (human) inhibition | P54132 | recombinant BLM DNA unwinding, fluorescence dequenching | Potency, µM (doses to about 56.1 µM), inactives show top-dose activity change, negative = inhibition, usual class: inhibitors | actives 0.2% (n = 350,000);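 also: potency is read from the fitted curve at half-maximal effect; plate controls were vehicle for no effect and no enzyme for full effect; nearly all actives have a fitted effect of over 35% in size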
Pol iota inh – DNA polymerase iota (human) inhibition; Pol iota fluorescent replication assay, 10 min; actives 1% (n = 390,000); Q9UNA4; AID 588590; Potency, µM (series often up to 115 µM), for the others: at the top dose activity, negative = inhibition, actives largely listed as inhibitors; also: potency is read from the fitted curve at half-maximal effect
Target sequence (Q9UNA4 whole entry, looked up): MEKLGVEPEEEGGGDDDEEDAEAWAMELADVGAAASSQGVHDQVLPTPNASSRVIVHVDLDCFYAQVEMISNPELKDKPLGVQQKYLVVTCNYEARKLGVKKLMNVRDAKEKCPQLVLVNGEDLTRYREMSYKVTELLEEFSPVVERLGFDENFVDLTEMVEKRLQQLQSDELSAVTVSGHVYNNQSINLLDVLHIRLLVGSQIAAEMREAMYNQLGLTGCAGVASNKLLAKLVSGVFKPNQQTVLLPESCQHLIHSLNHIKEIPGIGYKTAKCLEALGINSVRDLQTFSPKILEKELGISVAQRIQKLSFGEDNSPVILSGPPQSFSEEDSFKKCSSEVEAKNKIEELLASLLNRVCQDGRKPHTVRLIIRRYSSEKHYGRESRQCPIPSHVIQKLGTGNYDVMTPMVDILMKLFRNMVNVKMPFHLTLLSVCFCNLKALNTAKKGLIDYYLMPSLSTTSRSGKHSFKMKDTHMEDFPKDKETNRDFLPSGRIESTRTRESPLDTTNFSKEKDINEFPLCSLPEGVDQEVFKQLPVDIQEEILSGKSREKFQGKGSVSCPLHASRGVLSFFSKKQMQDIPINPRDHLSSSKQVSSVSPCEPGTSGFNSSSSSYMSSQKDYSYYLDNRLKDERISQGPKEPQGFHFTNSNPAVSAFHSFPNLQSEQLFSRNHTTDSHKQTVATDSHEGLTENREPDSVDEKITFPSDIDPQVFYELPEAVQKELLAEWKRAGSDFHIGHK
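Fluorescent replication assay read twice, at 0 min and 10 min after adding 50 nM (final) substrate. Enzyme (10 nM) and compounds were first incubated 15 min at room temperature; enzyme-free buffer wells were negative controls.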
POLK inh – blocks human DNA polymerase kappa activity; Q9UBT6; purified Pol kappa, fluorescent DNA synthesis assay, 10 min; Potency, µM (doses to about 107 µM), without a hit: top-dose activity, negative = inhibition, actives largely listed as inhibitors; actives 0.53% (n = 400,000); also: potency is read from the fitted curve at half-maximal effect; % is scaled to controls: 0 for no effect and ±100 for the full control effect
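Here, compound and 10 nM enzyme are combined for 15 min at room temperature; adding 50 nM substrate (final) starts DNA synthesis, tracked by fluorescence at 0 and 10 min against buffer-only wells.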
POLB inh – blocks human DNA polymerase beta activity | Potency, µM (series often up to 114 µM), inactives show top-dose activity change, negative = inhibition, actives largely listed as inhibitors | actives 1.3% (n = 340,000) | Pol beta primer extension/strand displacement, fluorescence kinetic | AID 485314; also: potency is read from the fitted curve at half-maximal effect; % is scaled to controls: 0 for no effect and ±100 for the full control effect
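10 nM enzyme + cpd, 15 min RT; start with substrate 50 nM final; read 0 min and after 10 min RT. Corrected, normalized data; 4-parameter Hill curve fit.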
Active calls of the source: *; ? = inconclusive; nt = not tested or not shown; & = joins results of further samples; [ ] = remark or other dose. Unless noted, calls follow the shape of the dose curve; as a rule, active = well fitted curve in the direction sought with a large enough effect; inconclusive = small, poorly fitted or top-dose-only effect, or another doubt; inactive = no such curve, though single readings can be large; an effect the other way counts as inactive or inconclusive. Only part of the results is shown. The share of hits here may be higher or lower than overall.

SMILES	ERG-DNA inh	TRHR agonist	APE1 inh	12-LOX inh	Anesthetic bind	BLM inh	Pol iota inh	POLK inh	POLB inh
Cc1ccc(C)c(N2CCN(C(=O)CN(C)S(=O)(=O)c3ccc4c(c3)CCC(=O)N4)CC2)c1	1%	-0.6	0%	-14%	-19%	-1%	-26%	4%	9%
Cc1nc2sccn2c(=O)c1S(=O)(=O)Nc1ccc(N2CCOCC2)cc1	6%	0.2	nt	23%&-16%	-13%	2%	16%	-4%	3%
CC(C)(C)C(=O)Nc1sc2c(c1C#N)CCCCC2	-3%	0.5	12%	0%	8%	-9%	4%	-5%	4%
CC1(C)C(=O)Nc2ccccc2N1C(=O)COc1cccnc1[N+](=O)[O-]	-3%	0.3	-10%	-7%	-4%	-2%	-20%	-8%	-4%
N#CCCn1ncc2ccccc21	3%	1.1	15%	59%[activator]	-8%	-2%	20%	2%	6%
FC(F)Sc1ccc(-n2cc(-c3ccc(Cl)cc3)[n+]3c2CCC3)cc1	nt	-0.4	1%	-13%	-7%	-2%	26%	-11%	-22%
O=C1COc2ccc(C(=O)COC(=O)c3ncc(Cl)c(Cl)c3Cl)cc2N1	0%	0.2	29%	-7%	nt	nt	0%	5%	nt
Cc1cnc(CNC(=O)CC2C(=O)NCCN2Cc2cccc(F)c2F)cn1 (configuration not stated)	-8%	1.0	72%[activator]	23%	-7%	-2%	10%	6%	20%
COC(=O)C1(C)NC(c2ccccc2C)C2C(=O)N(c3ccc(F)cc3)C(=O)C21 (configuration not stated)	8%	0.0	-6%	-11%	-6%	-2%	-8%	7%	2%
CC(C)CC(=O)n1sc(NC(=O)c2ccccc2)nc1=O	nt	0.2	0%	-15%[57.4 µM]	-11%	-1%	6%	-6%	11%
CC(CO)(CO)NC(=O)c1ccc(=O)[nH]n1	21%	0.8	-3%	-1%	-9%	-1%	19%	-3%	-1%
Fc1ccc(CSc2ccc(-c3ccc4c(c3)OCO4)nn2)cc1	-5%	0.3	3%	10%	-6%	4%	24%	5%	-17%
CC(=O)NCCCC(=O)NNC1CC(=O)N(c2cccc(Cl)c2)C1=O (configuration not stated)	-1%	0.0	6%	0%	-4%	-8%	46%[activator]	-6%	21%
CCOC(=O)c1c(C)oc2nc(C)nc(N3CCN(c4ccccc4)CC3)c12	2%	-0.8	nt	-3%	-3%	-1%	8%	1%	3%
O=C(Nc1ccc2c(c1)OCCO2)N1CCN(Cc2ccccc2)CC1	13%	0.6	-9%	25%	-4%	4%	96%[activator]	-1%	0%
O=C(Nc1nc(-c2ccccn2)cs1)c1ccc([N+](=O)[O-])o1	-1%	0.7	-12%	?	-4%	-18%	22µM*	-19%	?
COCCN1C(=O)N[C@@H](c2cccc(C(F)(F)F)c2)[C@@H](C(=O)OC)[C@H]1C	-1%	nt	14%[12.4 µM]	13%	nt	3%[12.4 µM]	25%	-9%	nt
CC(C)c1ccc(/C=C2\SC(N3CCOCC3)=NC2=O)cc1	-6%	-0.9	-1%	114%[activator]	-14%	-2%	51%[activator]	-10%	-2%
O=C(NCc1ccccc1Cl)c1ccc(CSCc2ccccc2Cl)o1	0%	2.1	nt	?	2%	-8%	5%	-4%[60.1 µM]	3%
O=c1[nH]c(SCc2ccc(Br)cc2)nc2c1CCCC2	-4%	0.1	nt	-20%	-3%	-3%	15%	-2%	-12%
COc1ccc(-c2csc(NC(=O)CSCC(=O)Nc3cc(C)on3)n2)c(OC)c1	13%	0.8	22%	-2%	nt	nt	22%	-9%	nt
CC(C)/C=C/CN1CCCC(N2CCN(c3cccc(Cl)c3)CC2)C1 (configuration not stated)	1%	0.6	18%	4%	-16%	-2%	33%[activator]	14%	-3%
CCOC(=O)C(=O)/C(C#N)=C/Nc1ccc(F)cc1	6%	-0.6	2%	-20%	-10%	-2%	1%	-3%	6%
CC(C)c1ccc(-c2cc(C(=O)N3CCOCC3)c3cc(Br)ccc3n2)cc1	-14%	0.9	-4%	10%	-5%	-7%	-2%	-17%	22%
O=C(CC1C(=O)NCCN1Cc1ccc(F)cc1)NCCN1CCCc2ccccc21 (configuration not stated)	-4%	-1.1	3%	80%[activator]	-14%	4%	11%	-18%	1%
Cc1nn(C2CCCCC2)c(N)c1-c1ccccc1	4%	0.2	1%	-22%	?	2%	?	-2%	2%
Cc1ccc(NC(=O)Cn2cnc3sc(C(=O)O)c(C)c3c2=O)cc1Cl	2%	0.7	nt	-10%	2%	2%	19%	1%	-17%
CSc1ccc(-c2nc(CN3CCCCC3c3cccnc3)c(C)o2)cc1 (configuration not stated)	-2%	1.2	-3%	4%	-13%	-4%	50%[activator]	-5%	12%
CCCCOc1ccc(-c2nnc(-c3cc[n+](C)cc3)o2)cc1	-11%	-0.1	-1%	6%	-17%	53%[activator]	1%	-1%	1%
CCN(c1ccccc1)S(=O)(=O)c1nnc(NC(=O)C(C)Oc2ccccc2)s1 (configuration not stated)	5%	0.1	nt	-8%	-13%	-4%	9%	-13%	0%
CCOc1ccc(-c2cc3c(=O)n(CC(=O)Nc4cc(F)ccc4C)ccn3n2)cc1	-9%	0.5	nt	-7%	25%	-3%	12%	0%[60.1 µM]	0%
COC(=O)c1c(Oc2ccc(Br)cc2)nnc(-c2ccccc2)c1-c1ccccc1	-10%	1.6	nt	-11%	-9%	-4%	5%	12%	23%
CCC1OC(=O)C(C)[C@@H](O[C@H]2C[C@@](C)(OC)C(O)C(C)O2)C(C)[C@@H](O[C@@H]2OC(C)CC(N(C)C)C2O)[C@@](C)(O)CC(C)CN(C)C(C)C(O)[C@]1(C)O (some centres not stated)	nt	nt	12%	nt	3%	-2%	nt	-6%[60.1 µM]	nt
CCOC(=O)c1cc(-c2ccccc2)n(CCC(=O)NCCc2cccc(C)c2)c1C	-2%	1.0	nt	-30%	5%	-6%	-6%	-9%[60.1 µM]	-25%
CN(C)CCNC(=O)c1csc(Nc2cccc3ccccc23)n1	3%	0.9	-21%	11%	?	3%	31%[activator]	-9%	-9%
COc1ccc(CNC(=O)c2ccc3c(c2)N(Cc2cc(C)ccc2C)C(=O)CS3)cc1	2%	0.2	nt	-28%	-6%	-2%	23%	1%	17%
COC(=O)/C(C)=C/CC12OC(C)(C)C3CC(C=C4C(=O)c5cc6c(c(CCC(C)(C)Cl)c5OC431)OC1(C)CCC(=C(C)C)C6C1)C2=O (configuration not stated)	nt	nt	20%	nt	-2%	6%	nt	-5%[60.1 µM]	nt
CCCCNC(=O)NC12CC3CC(CC(C3)C1)C2	-12%	0.1	-3%	1%	-17%	-4%	-6%	-4%	27%
Cc1ccccc1Nc1c(-c2ccccc2O)nc2sccn12	1%	-0.4	nt	-6%	-8%	-13%	-19%	5%	2%
COc1ccccc1NS(=O)(=O)c1cccs1	nt	0.1	-2%	19%	?	1%	0%	-7%	-4%
CCCC(=O)N(Cc1cc(=O)[nH]c2ccccc12)c1ccc(C)cc1C	-5%	3.9	-6%	2%	-3%	-2%	-8%	-22%	27%
O=[N+]([O-])c1ccc(COc2cccc(CN3CCCCC3)c2)cc1	11%	nt	nt	1%	nt	nt	11%	0%	nt
O=C1C2CC=CCC2C(=O)N1Cc1nnc(-c2ccc(Cl)cc2)o1 (configuration not stated)	-6%	-0.4	2%	-8%	-13%	-1%	?	-23%	-3%
Cc1nc2cc(-c3cccc(F)c3)nn2c(C)c1CCC(=O)N1CCN(c2ccc(F)cc2)CC1	0%	-0.2	nt	-15%	-8%	-7%	6%	2%	5%
COc1ccc(C(=O)N2CCN(c3ccc(C(C)=O)cc3)CC2)cc1S(=O)(=O)N1CCCC1	-9%	nt	0%	11%	nt	nt	45%[activator]	-5%	nt
Cc1oc(S(=O)(=O)N(C)C)cc1C(=O)Nc1ccc(Cl)cc1	-6%	0.8	-6%	?	-9%	-2%	18%	-9%	15%

Bioassay records: PubChem BioAssay, National Center for Advancing Translational Sciences (NCATS)
